Y pestis TopoI – Yersinia pestis topoisomerase I inhibitors, primary screen, biochemical, cleavage product accumulation, plate reader, single point. Y. pestis Topo-I cleavage product accumulation. activity, % at 10 µM. actives 0.064% (n = 360,000). AID 504884, 2011; in the data active means activity above about 50%, passing the limit was not always enough; inconclusive means no clear call, values can overlap the other calls; further: inactives centre near 2
PriA SSB inh – inhibitors of Klebsiella pneumoniae PriA binding to SSB C-terminal tail, primary screen, biochemical, AlphaScreen. PriA–SSB C-terminal tail interaction (Klebsiella pneumoniae). AlphaScreen SSBct-PriA binding, biotinylated peptide. inhibition, % at 33 µM. actives 0.6% (n = 430,000); in the data active means inhibition mostly above about 37%, no sharp cut-off; inactive means mostly below about 20%;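 further: plate controls were negative control peptide for no effect and reference peptide for full effect; strong numbers were not always called active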
Anthrax LF prot – Bacillus anthracis LF protease inhibitors, primary screen, biochemical, multiplex microsphere, MLPCN library. Lethal factor (Bacillus anthracis), P15917. multiplex microsphere protease cleavage assay. inhibition, % at 10 µM. actives 0.12% (n = 360,000). AID 588501, 2011; in the data active means inhibition above about 30%; inconclusive means no clear call, values can overlap the other calls; further: plate controls were buffer without enzyme for full effect and enzyme alone for no effect
Vc quorum ag – inducers of Vibrio cholerae quorum light production without autoinducers, primary screen, BH1578 luxS cqsA deficient, single point; actives 0.16% (n = 350,000); AID 588436, 2011; activation, % at 18.7 µM; V. cholerae BH1578 lux reporter, luminescence, 6 h; in the data active means activation mostly above about 9.7%, no sharp cut-off; inconclusive means no clear call, values can overlap the other calls; inactive means mostly below about 3.7%; further: not every result past the cut was called active; inactives centre near 0; reference of the scale not given here
DUSP3 inh – VHR1 phosphatase inhibitors, primary screen, biochemical, absorbance, uHTS | Dual specificity protein phosphatase 3 (Homo sapiens), P51452 | actives 0.52% (n = 290,000) | recombinant VHR phosphatase, pNPP absorbance | inhibition, % at 13.3 µM; in the data active means inhibition above about 50%; further: some compounds called inactive have numbers as strong as hits
Rv3671c inh – Rv3671c serine protease inhibitors, primary screen, biochemical, fluorescence polarization, M. tuberculosis H37Rv; P9WHR9; inhibition, % at 5.96 µM; actives 0.048% (n = 320,000); AID 2606, 2010; in the data active means inhibition above about 38%;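 further: extracellular domain of Rv3671c used as enzyme; 0% = enzyme with DMSO and 100% = no enzyme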
3CLpro inhibitor – SARS-CoV 3CLpro protease inhibitors, primary screen, biochemical, quenched FRET. AID 1706, 2009. recombinant SARS-CoV 3CLpro, quenched FRET peptide cleavage. inhibition, % at 6 µM. Replicase polyprotein 1ab (Severe acute respiratory syndrome coronavirus), P0C6X7. actives 0.14% (n = 290,000); in the data active means inhibition above about 12%
TcdB GH inh – TcdB glycohydrolase inhibitors, primary screen, biochemical, single point, plate reader; TcdB glycohydrolase enzymatic assay; inhibition, % at 9.99 µM; Toxin B (Clostridioides difficile), P18177; actives 0.24% (n = 350,000); in the data active means inhibition above about 10%
PfHsp40 yeast – rescue of yeast from PfHsp40 toxicity, primary screen, S. cerevisiae, ATP luminescence; growth rescue, % at 12.5 µM; actives 0.68% (n = 340,000); S. cerevisiae expressing PfHsp40, growth rescue; AID 504582, 2011; in the data active means growth rescue above about 28%, passing the limit was not always enough; inconclusive means no clear call, values can overlap the other calls;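 further: yeast W303a lacking pdr1 and pdr3 grown in galactose medium; growth measured after three days at 30 °C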
MazF activator – activators of E. coli MazEF toxin-antitoxin RNase, primary screen, biochemical, fluorescence, uHTS; Endoribonuclease toxin MazF (Escherichia coli (strain K12)), P0AE70; activation, % at 20 µM; actives 0.32% (n = 350,000); FAM/BHQ RNA-DNA oligo cleavage fluorescence, 5 h; in the data active means activation above about 50%
Starred values were filed as active, the others as inactive; i = inactive; u = inconclusive; x = no result given. These rows are one share of the data (hit frequency here may not be typical).

| SMILES | Vc quorum ag | PfHsp40 yeast | Rv3671c inh | PriA SSB inh | MazF activator | Anthrax LF prot | 3CLpro inhibitor | Y pestis TopoI | DUSP3 inh | TcdB GH inh |
| --- | --- | --- | --- | --- | --- | --- | --- | --- | --- | --- |
| Cc1nn(C)c(C)c1CCC(=O)N1CCCC(C(=O)c2cccc(OC(C)C)c2)C1 (stereo not given) | i | -0.7 | -8 | -2 | -1 | 3 | -6 | 23 | 51* | 1.2 |
| Cc1cc(C)cc(OCc2nnc(SCC(=O)c3ccccc3)o2)c1 | -1.4 | -0.2 | 3 | -10 | 0 | -2 | -2 | 32 | 24 | x |
| CC(C)(C(=O)Nc1nccs1)c1ccccc1 | i | 0.0 | 2 | -13 | -26 | -2 | 2 | 2 | -1 | -1.4 |
| O=C(Nc1cccc(Cl)c1)C1CCCCC1 | i | -1.3 | 6 | -9 | 3 | -3 | x | 9 | x | 3.5 |
| CS(=O)(=O)Nc1cccc(C2=NN(C(=O)c3ccco3)C(c3ccco3)C2)c1 (stereo not given) | -5.0 | -0.9 | 6 | 7 | 6 | 4 | 1 | 11 | 11 | 1.1 |
| Cc1cc(N/C=C(\C#N)S(=O)(=O)c2ccccc2Cl)nc(C)n1 | -0.2 | -0.8 | 3 | 0 | -4 | -1 | 1 | 1 | -5 | 0.2 |
| CC1=C(/C=C/c2ccccc2)CCN(C)C1 | -1.4 | -1.1 | 4 | 0 | -17 | -1 | -1 | -4 | 15 | x |
| COCc1cc(=O)[nH]c(/N=C(\N)Nc2ccc(Cl)c(Cl)c2)n1 | -0.1 | 0.8 | -1 | x | 3 | u | 2 | -1 | 5 | 0.4 |
| COc1ccc(S(=O)(=O)N2CCN(Cc3cc(OC)c(OC)c(OC)c3)CC2)cc1 | 0.0 | 0.2 | x | -1 | 4 | -20 | -2 | 3 | 9 | 0.0 |
| N#Cc1cnc(Nc2ccc(F)cc2)nc1N | i | 0.2 | 3 | -4 | 3 | 5 | 3 | -4 | -1 | 0.5 |
| S=C(Nc1ccccc1Cl)N1CCCC(c2ccccc2)=N1 | -0.2 | 0.6 | 2 | -9 | 3 | u | 3 | -1 | 27 | 0.5 |
| COC(=O)C(C)Oc1ccc(Cl)c(CN2OCC(C)(C)C2=O)c1 (stereo not given) | -0.5 | 0.8 | 1 | -21 | 3 | -9 | x | 1 | x | 1.1 |
| COc1cccc2[nH]c3c(N4CCCC(C)C4)ncnc3c12 (stereo not given) | -0.9 | 2.1 | -1 | -1 | 6 | -1 | 2 | 3 | 19 | 0.9 |
| O=C(O)/C=C\C(=O)Nc1ccccc1F | i | 37* | -4 | -4 | 3 | -8 | 4 | 1 | -4 | 0.1 |
| Cn1c(SCc2ccc(C#N)cc2)nnc1-c1ccncc1 | -0.5 | 0.7 | 1 | -13 | -4 | 2 | 3 | 1 | 28 | 1.6 |
| CN(C)C(=O)c1ccc(NC(=O)CSc2nc3ccccc3[nH]2)cc1 | i | -1.8 | 5 | 1 | 8 | 1 | 2 | 10 | 0 | 0.8 |
| Cc1csc(SCCN2C(=O)c3ccccc3C2=O)n1 | i | 0.2 | -1 | -8 | -4 | 2 | -3 | 3 | 25 | 0.0 |
| CN=C1CN(O)C(c2ccccc2)c2cc(Cl)ccc2N1 (stereo not given) | i | 0.1 | x | -4 | -32 | -7 | x | -2 | x | -3.3 |
| CCOc1ccc2c(c1)c1nnc(SCC(=O)N3CCC(C)CC3)nc1n2C | -0.2 | 1.0 | x | -42 | 3 | 2 | 1 | 16 | -1 | x |
| Cc1cc(C(=O)NNC(=O)c2cccc(N(C)C)c2)c(C)o1 | -0.5 | -0.5 | 6 | 5 | 2 | -2 | -2 | 1 | 18 | 0.5 |
| CNC(=O)C(=O)NCC1OCCCN1S(=O)(=O)c1ccc(F)cc1C (stereo not given) | i | 0.1 | -6 | -2 | 0 | -4 | -2 | 0 | -6 | -2.6 |
| Cc1cc(C(=O)NNc2ccc(F)cc2F)no1 | -1.3 | 5.0 | -10 | 2 | 1 | 25 | 4 | -5 | 12 | -7.6 |
| CS(=O)(=O)c1ccc(-c2nnn(CC(N)=O)n2)cc1 | -0.2 | -0.5 | -13 | -22 | 2 | 1 | -3 | -13 | 14 | 0.6 |
| S=C(NCc1ccncc1)Nc1ccc(Cl)cc1Cl | -0.2 | -0.1 | -15 | 0 | -7 | 0 | 2 | 0 | 15 | 1.3 |
| CCc1nc2ccc(C(=O)N(C)Cc3ccco3)cn2c1N(CC)Cc1cccc(Br)c1 | -0.5 | x | x | x | x | -8 | x | 15 | x | 0.3 |
| Cn1c(NCC2CCCCC2)nc2cc(-c3ccsc3)sc2c1=O | 0.1 | x | x | x | x | -6 | x | -4 | x | 0.8 |
| COc1cc(/C=C2\SC(=Nc3ccccc3)N(CCc3c[nH]c4ccccc34)C2=O)ccc1OC(C)C(=O)O (stereo not given) | -0.2 | -0.3 | -22 | -16 | 0 | 2 | 7 | 16 | -1 | x |
| CCOCc1nnc(NC(=O)CS(=O)(=O)c2ccc(C)cc2)s1 | -0.3 | 0.2 | -2 | -12 | 4 | -5 | 3 | -7 | -4 | -0.5 |
| COc1ccc([N+](=O)[O-])cc1C(=O)C(=O)c1ccccc1 | i | 5.7 | -2 | 14 | 0 | 10 | 4 | 15 | 21 | 1.2 |
| COc1ccc(Br)cc1CNC(=O)CCCc1cn(C)c2ccccc12 | -0.2 | 0.1 | 2 | 2 | 10 | -5 | -7 | 38 | 19 | -5.8 |
| CCC(C)NC(=O)c1ccc2nc(Cc3ccc(OC)cc3)oc2c1 (stereo not given) | -0.2 | 0.4 | 1 | 14 | 6 | -12 | 1 | 1 | -18 | 1.8 |
| CC(C)n1c(SCC(=O)N2CCN(C)CC2)nc2c1c(=O)n(C)c(=O)n2C | -0.2 | -0.8 | 0 | -7 | 7 | 1 | 2 | 3 | -3 | 1.6 |
| O=C(CCCc1ccccc1)NCCC1=CCCCC1 | -0.1 | 1.1 | 2 | -14 | 3 | 6 | 0 | 8 | 29 | 0.9 |
| O=C(/C=C/c1ccc(F)cc1)N1CCc2ccccc2C1 | -0.3 | -0.7 | -2 | -2 | 3 | -6 | x | 28 | x | 1.6 |
| Cn1c(=O)[nH]c(=O)c2c1nc(Br)n2CC(O)COc1ccccc1 (stereo not given) | -0.5 | -0.7 | 10 | -2 | 12 | -4 | 1 | 3 | 0 | 1.0 |
| COC(=O)C1=C(c2ccc(-c3ccccc3)c(F)c2)C[C@@H]2CC[C@H]1N2C(=O)NCc1cccc2ccccc12 | -0.3 | 0.5 | -36 | -7 | -19 | 0 | x | 38 | x | 1.8 |

In the list so far, 3 contain two or more sulfur atoms:
| SMILES | Vc quorum ag | PfHsp40 yeast | Rv3671c inh | PriA SSB inh | MazF activator | Anthrax LF prot | 3CLpro inhibitor | Y pestis TopoI | DUSP3 inh | TcdB GH inh |
| --- | --- | --- | --- | --- | --- | --- | --- | --- | --- | --- |
| Cc1csc(SCCN2C(=O)c3ccccc3C2=O)n1 | i | 0.2 | -1 | -8 | -4 | 2 | -3 | 3 | 25 | 0.0 |
| Cn1c(NCC2CCCCC2)nc2cc(-c3ccsc3)sc2c1=O | 0.1 | x | x | x | x | -6 | x | -4 | x | 0.8 |
| CCOCc1nnc(NC(=O)CS(=O)(=O)c2ccc(C)cc2)s1 | -0.3 | 0.2 | -2 | -12 | 4 | -5 | 3 | -7 | -4 | -0.5 |

Further compounds follow.
| SMILES | Vc quorum ag | PfHsp40 yeast | Rv3671c inh | PriA SSB inh | MazF activator | Anthrax LF prot | 3CLpro inhibitor | Y pestis TopoI | DUSP3 inh | TcdB GH inh |
| --- | --- | --- | --- | --- | --- | --- | --- | --- | --- | --- |
| CCCCOc1ccccc1C1NC(=O)NC(C)=C1C(=O)OCCOC (stereo not given) | i | -0.2 | -14 | -21 | -4 | -4 | 4 | -5 | x | -0.5 |
| N=c1oc2cc(O)ccc2cc1C(=O)Nc1ccc(F)cc1 | -0.8 | -0.7 | -4 | -6 | -29 | 2 | 0 | -9 | 2 | 2.0 |
| CCS(=O)(=O)N1Cc2ccccc2CC1C(=O)N1CCN(c2ccccc2)CC1 (stereo not given) | i | -0.7 | -3 | -6 | -2 | 14 | 3 | 5 | 52* | 0.7 |
| COc1cc(C(=O)Oc2ccccc2)ccc1OCc1c(C)noc1C | -0.2 | -0.8 | -10 | -9 | -1 | 1 | -2 | 0 | -1 | x |
| CCn1ncc(N(C)N)c(Cl)c1=O | i | 1.8 | -4 | -14 | -14 | 3 | 3 | -4 | 14 | 0.3 |
| COc1ccc(-c2nc(C#N)c(N3CCC(C(N)=O)CC3)o2)cc1OC | 0.4 | -1.1 | 2 | -13 | 3 | u | -1 | -3 | 23 | x |
| CN(Cc1ccccc1C#N)S(=O)(=O)c1cccs1 | -0.5 | -0.2 | 2 | -12 | -1 | -10 | 0 | -1 | 2 | 0.7 |
| Cc1cc(=O)oc2cc(OCC(=O)NCCCN3CCOCC3)ccc12 | 0.5 | -0.1 | -4 | -2 | 2 | 2 | 4 | -1 | -3 | x |
| CC(C)[C@H](NC(=O)C1CCN(S(=O)(=O)c2ccc(F)cc2)CC1)C(=O)N1CCCC1 | i | 0.2 | -6 | 1 | 16 | -2 | -4 | -13 | 36 | -0.5 |
| O=C(CC1SC(=NCC2CCCO2)NC1=O)Nc1cc([N+](=O)[O-])ccc1Cl (stereo not given) | 2.1 | -1.6 | -4 | -3 | -1 | 2 | -3 | -1 | 18 | -0.1 |
| Cc1ccccc1C(OCCN(C(C)C)C(C)C)c1ccccc1 (stereo not given) | -0.2 | -1.6 | 7 | -17 | -6 | 2 | 5 | 4 | -1 | 0.4 |
| CSc1ccc(C(=O)C2CCCN(C(=O)c3ccc4c(c3)no[n+]4[O-])C2)cc1 (stereo not given) | i | 1.5 | 1 | -3 | 0 | -3 | -3 | -5 | -12 | 0.7 |
| COc1ccc(S(=O)(=O)N2CCC(C(=O)Nc3cccc(C(C)=O)c3)CC2)cc1 | i | 0.9 | 3 | -7 | -5 | -2 | 1 | 1 | 27 | x |
| Cc1cc(Nc2c(C#N)c(N)nn2C)ccc1F | -0.3 | 0.2 | 0 | -20 | 3 | -1 | -2 | 1 | 18 | -0.8 |
| COc1ccccc1CNC(=O)[C@@H](NC(=O)C1CCN(C(=O)[C@@H]2CCCN2)CC1)C(C)C | -0.5 | -0.5 | -15 | 0 | 3 | -8 | -4 | 5 | 12 | -0.2 |
| C[C@@H]1CN([C@H](C)CO)C(=O)Cc2cc(NC(=O)CCC(F)(F)F)ccc2O[C@@H]1CN(C)S(=O)(=O)c1ccccc1 | i | -0.7 | x | -7 | 1 | -5 | x | 19 | x | -0.1 |
| O=C(NCc1ccco1)c1noc2c1CCCC2 | 0.9 | -0.9 | 3 | 1 | 0 | 0 | -4 | -4 | -7 | x |
| CCN(C(=O)CSc1nnc(C)n1-c1ccc(C)cc1)c1c(N)n(Cc2ccccc2)c(=O)[nH]c1=O | -1.8 | -0.2 | x | -10 | 6 | -5 | x | 4 | x | 2.1 |
| CC(=O)N1CCc2cc(S(=O)(=O)CCC(=O)NCc3cccs3)ccc21 | i | -0.5 | 5 | -6 | 2 | -3 | 2 | 1 | 10 | 0.2 |
| CC(NC(=O)CSc1ccc(S(=O)(=O)N2CCOCC2)cn1)c1ccc(Cl)cc1Cl (stereo not given) | -1.6 | 0.3 | x | -4 | 5 | -5 | x | 10 | x | 0.7 |

Assay outcomes: PubChem BioAssay, several laboratories
